STAT3 act: activators of IL-6 induced STAT3 signaling | U3A cells, IL-6 STAT3-luciferase reporter, luminescence; 100% = signal with IL-6 EC80 alone | 190,000 compounds, 0.91% hits | AID 871 | activation (% of control), % at 5.6 µM;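 active means activation above the screen-wide mean of compound activation plus 3 SD, cut at about 130% in these data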;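 further: 0% = background luminescence of wells with medium and substrate only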
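Material: STAT3-luciferase reporter U3A cells. Controls: IL-6-treated wells, 100% activation. Read-out: % activation versus median of IL-6-stimulated wells. Probe or stimulus: IL-6 stimulus at 33 ng/mL final. Timing: compound 1 h, then IL-6 6 h at 37 °C. Signal: reporter luminescence signal.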
STAT3 blocker: STAT3 signaling inhibition; 190,000 compounds, 0.89% hits; AID 862; U3A cells, IL-6 STAT3-luciferase reporter, luminescence; host cell line lacks STAT1; inhibition, % at 5.5 µM;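 active means inhibition above the mean inhibition across all screened compounds plus 3 SD, cut at about 44% in these data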;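 further: 0% = DMSO only wells and 100% = 100 µM nifuroxazide control wells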
STAT1 blocker: inhibitors of IFN-gamma induced STAT1 signaling | NIH 3T3 STAT1-luciferase reporter, luminescence | inhibition, % at 5.5 µM | 200,000 compounds, 0.35% hits | AID 920;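 active means inhibition above a set limit, the mean inhibition across all tested compounds plus 3 SD, cut at about 34% in these data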;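 further: 0% = IFN-gamma with DMSO and 100% = IFN-gamma with 300 µM nifuroxazide; values of inactives mirror those of a sister screen read the other way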
ROMK mod: modulates human ROMK potassium channel activity; B-score at 10 µM; Tet-inducible ROMK, thallium flux fluorescence; actives lie on both sides; 130,000 compounds, 2% hits; P48048;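 active means signal ratio slope over the read window, or its plate-corrected B-score, at least 3 SD from the plate mean, either direction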;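 further: B-score of the F/F0 ratio slope over 7 to 12 s after thallium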
SRC2 TRFRET art: TR-FRET artefact, counter-screen to PPARgamma/SRC-2 agonist assay; stronger effect = higher value; TR-FRET ratio at 8 µM; 200,000 compounds, 0.4% hits; AID 1049; in the data active means TR-FRET ratio above about 2000; further: inactives centre near 1500
bIAP inhibitor: blocks bovine intestinal alkaline phosphatase activity | 190,000 tested, under 10 active | AID 1019 | inhibition, % at 20 µM | purified bovine IAP, CDP-star luminescence, 30 min;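 active means over 50% inhibition of intestinal alkaline phosphatase at 20 µM in the single-dose screen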
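Assay system – bovine IAP enzyme · Quantity – bovine IAP at 1/65,000,000 final dilution · Detection – CDP-star luminescence signal · Times – 30 min reaction at room temperature · Also added – CDP-star substrate at 30 µM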
PPARg SRC-2 ag: PPARgamma-driven SRC-2 recruitment agonism. PPARgamma LBD-SRC-2 recruitment, biochemical. activation, % at 8 µM. 200,000 compounds, 0.34% hits; in the data active means activation above about 22%;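 further: 0% = vehicle and 100% = reference agonist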
Target sequence (P37231 whole entry, looked up, the tested form may be a part): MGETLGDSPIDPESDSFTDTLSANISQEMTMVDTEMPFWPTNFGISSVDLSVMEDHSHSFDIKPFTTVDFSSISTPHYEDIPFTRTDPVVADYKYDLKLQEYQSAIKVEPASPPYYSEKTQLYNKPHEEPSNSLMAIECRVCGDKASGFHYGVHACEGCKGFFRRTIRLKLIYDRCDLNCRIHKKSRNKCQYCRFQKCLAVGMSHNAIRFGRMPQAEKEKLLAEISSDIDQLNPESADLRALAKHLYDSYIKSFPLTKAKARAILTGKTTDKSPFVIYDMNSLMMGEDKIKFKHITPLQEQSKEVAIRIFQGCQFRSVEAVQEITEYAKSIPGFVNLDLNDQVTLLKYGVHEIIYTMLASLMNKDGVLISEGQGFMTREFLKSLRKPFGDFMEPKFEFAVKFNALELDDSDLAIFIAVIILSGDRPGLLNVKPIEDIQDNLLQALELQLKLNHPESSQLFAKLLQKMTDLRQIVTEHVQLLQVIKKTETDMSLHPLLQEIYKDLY
bIAP act: increases bovine intestinal alkaline phosphatase activity. 200,000 compounds, 0.17% hits. AID 1016. activation factor at 20 µM. purified bovine IAP, CDP-star luminescence, 30 min; stronger effect = higher value; fold of DMSO-control signal, blank-subtracted;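 active means activation factor of 2 or more at 20 µM, a signal rise over negative controls twice the positive control's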
TNAP act hi DEA: TNAP (human) activation, high acceptor; P05186; activation factor at 20 µM; purified TNAP, CDP-star luminescence, 1 M DEA, 30 min; stronger effect = higher value; 0 = EDTA background, 1 = DMSO-only activity; 200,000 tested, under 10 active;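 active means activation factor at least 2 at 20 µM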
Target sequence (P05186 whole entry, looked up): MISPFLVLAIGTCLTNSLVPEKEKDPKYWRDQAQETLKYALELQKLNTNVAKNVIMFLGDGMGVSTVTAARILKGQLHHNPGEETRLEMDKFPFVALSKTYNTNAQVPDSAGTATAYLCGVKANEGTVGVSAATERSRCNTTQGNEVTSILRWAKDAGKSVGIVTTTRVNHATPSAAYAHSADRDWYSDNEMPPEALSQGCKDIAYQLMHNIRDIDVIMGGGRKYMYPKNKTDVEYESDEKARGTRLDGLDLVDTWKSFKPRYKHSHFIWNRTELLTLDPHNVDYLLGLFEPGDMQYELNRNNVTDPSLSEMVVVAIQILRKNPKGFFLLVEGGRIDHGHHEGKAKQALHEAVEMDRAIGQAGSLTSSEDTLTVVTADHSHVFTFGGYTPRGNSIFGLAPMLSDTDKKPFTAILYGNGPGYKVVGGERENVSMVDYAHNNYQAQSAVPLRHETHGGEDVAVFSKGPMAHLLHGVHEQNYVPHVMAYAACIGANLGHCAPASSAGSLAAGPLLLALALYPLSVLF
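system = human TNAP | amount = enzyme diluted 1/800 final | reagent = 100 µM CDP-star substrate | signal = luminescent substrate turnover signal | dosing = one dose, 20 µM | benchmarks = EDTA negative control, DMSO positive control | measure = activation factor | timing = 30 min reaction, room temperature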
PPARg SRC1 recr: PPARgamma-driven SRC-1 recruitment agonism; 200,000 compounds, 0.41% hits; activation, % at 8 µM; P37231; PPARgamma-SRC-1 coactivator recruitment biochemical assay; in the data active means activation above about 19%;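 further: 0% = DMSO and 100% = reference agonist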
PPARg SRC-3 ag: PPARgamma-driven SRC-3 recruitment agonism; activation, % at 8 µM; 200,000 compounds, 0.26% hits; biochemical PPARgamma/SRC-3 coactivator recruitment assay; P37231; in the data active means activation above about 23%;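 further: 0% = DMSO and 100% = reference agonist; some compounds past the cut are filed as inactive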
Active calls of the source: *.

What do the screens show for `COc1cc(CNCCc2ccc(S(N)(=O)=O)cc2)ccc1OCC(=O)NC(C)(C)C`?
STAT3 act: 105; STAT3 blocker: -11; STAT1 blocker: 9; SRC2 TRFRET art: 1723; bIAP inhibitor: 5; PPARg SRC-2 ag: 9; bIAP act: 0.9; TNAP act hi DEA: 1; PPARg SRC1 recr: 7; PPARg SRC-3 ag: 1

Results for O=S(=O)(/N=C(/Nc1cc(N2CCOCC2)ncn1)c1ccc(F)cc1)c1ccccc1 ?
STAT3 act: 95; STAT3 blocker: 8; STAT1 blocker: 4; SRC2 TRFRET art: 1499; bIAP inhibitor: 13; PPARg SRC-2 ag: 5; bIAP act: 0.9; TNAP act hi DEA: 1.1; PPARg SRC1 recr: 3; PPARg SRC-3 ag: 4

How did COC(=O)c1cc(C(=O)OC)n(Cc2ccc(Br)cc2)n1 do in these assays?
STAT3 act: 102; STAT3 blocker: 3; STAT1 blocker: 2; ROMK mod: -0.53; SRC2 TRFRET art: 1566; bIAP inhibitor: 39; PPARg SRC-2 ag: -2; bIAP act: 0.6; TNAP act hi DEA: 1; PPARg SRC1 recr: 3; PPARg SRC-3 ag: 4

Results for Cn1c(=O)c2c(SCC(=O)N3CCOCC3)nc(C3CCCCC3)nc2n(C)c1=O ?
STAT3 act: 92; STAT3 blocker: 16; STAT1 blocker: 0; ROMK mod: -0.029; SRC2 TRFRET art: 1708; bIAP inhibitor: -13; PPARg SRC-2 ag: 9; bIAP act: 1.1; TNAP act hi DEA: 1; PPARg SRC1 recr: 3; PPARg SRC-3 ag: 5

What do the screens show for `CCNC(=S)N1CCn2c(nc3ccccc32)C1`?
STAT3 act: 96; STAT3 blocker: 2; STAT1 blocker: -9; ROMK mod: 0.054; SRC2 TRFRET art: 1514; bIAP inhibitor: -3; PPARg SRC-2 ag: 2; bIAP act: 1; TNAP act hi DEA: 1.1; PPARg SRC1 recr: -1; PPARg SRC-3 ag: -6

Results for O=C(COc1ccc(S(=O)(=O)Nc2ccccc2)cc1)NCc1ccncc1 ?
STAT3 act: 104; STAT3 blocker: 5; STAT1 blocker: -5; ROMK mod: 0.093; SRC2 TRFRET art: 1411; bIAP inhibitor: -9; PPARg SRC-2 ag: -3; bIAP act: 1.1; TNAP act hi DEA: 1; PPARg SRC1 recr: -5; PPARg SRC-3 ag: 0

Results for COc1ccc(C)cc1NC(=O)CN(c1ccccc1F)S(C)(=O)=O ?
STAT3 act: 102; STAT3 blocker: -2; STAT1 blocker: 3; ROMK mod: 0.5; SRC2 TRFRET art: 1424; bIAP inhibitor: 7; PPARg SRC-2 ag: -1; bIAP act: 0.9; TNAP act hi DEA: 1; PPARg SRC1 recr: 5; PPARg SRC-3 ag: 15

What do the screens show for `COC(=O)c1ccc(N2C(=O)CC(N(C)Cc3ccccc3)C2=O)cc1` (centres undefined)?
STAT3 act: 102; STAT3 blocker: 3; STAT1 blocker: -3; SRC2 TRFRET art: 1609; bIAP inhibitor: 13; PPARg SRC-2 ag: 3; bIAP act: 0.9; TNAP act hi DEA: 1; PPARg SRC1 recr: 4; PPARg SRC-3 ag: -4

What do the screens show for `COc1ccc(C2=CSC3=NCCN23)cc1F`?
STAT3 act: 106; STAT3 blocker: -4; STAT1 blocker: 2; ROMK mod: 0.68; SRC2 TRFRET art: 1430; bIAP inhibitor: -1; PPARg SRC-2 ag: -11; bIAP act: 1; TNAP act hi DEA: 1.1; PPARg SRC1 recr: 4; PPARg SRC-3 ag: -8

Results for NNC(=O)c1cc2c(ccc3ccccc32)o1 ?
STAT3 act: 90; STAT3 blocker: 18; STAT1 blocker: -5; ROMK mod: -0.86; SRC2 TRFRET art: 1574; bIAP inhibitor: -1; PPARg SRC-2 ag: -3; bIAP act: 1; TNAP act hi DEA: 1.1; PPARg SRC1 recr: -3; PPARg SRC-3 ag: 0

How did COc1cc(C2C3=C(CCCC3=O)Nc3[nH]n(-c4ccccc4)c(=O)c32)ccc1OC(C)=O (centres undefined) do in these assays?
STAT3 act: 104; STAT3 blocker: -1; STAT1 blocker: 7; ROMK mod: -0.63; SRC2 TRFRET art: 1578; bIAP inhibitor: -2; PPARg SRC-2 ag: 3; bIAP act: 1; TNAP act hi DEA: 1; PPARg SRC1 recr: 12; PPARg SRC-3 ag: 10

Results for O=C1CC(c2cccc(Cl)c2)Cc2nc(N3CCOCC3)ncc21 (centres undefined) ?
STAT3 act: 101; STAT3 blocker: 4; STAT1 blocker: -2; SRC2 TRFRET art: 1556; bIAP inhibitor: 5; PPARg SRC-2 ag: -3; bIAP act: 1; TNAP act hi DEA: 1.1; PPARg SRC1 recr: -1; PPARg SRC-3 ag: 9

Results for CC(C)c1ccc2c(c1)C1Cc3ccccc3C1N2 (centres undefined) ?
STAT3 act: 120; STAT3 blocker: -19; STAT1 blocker: -26; ROMK mod: -0.73; SRC2 TRFRET art: 1374; bIAP inhibitor: 16; PPARg SRC-2 ag: 10; bIAP act: 0.8; TNAP act hi DEA: 1; PPARg SRC1 recr: 0; PPARg SRC-3 ag: 2

How did Cc1ccc(Cn2nc(C)c(/C=N/NC(=O)c3cccnc3)c2C)cc1 do in these assays?
STAT3 act: 96; STAT3 blocker: 10; STAT1 blocker: 3; ROMK mod: -0.0061; SRC2 TRFRET art: 1757; bIAP inhibitor: -9; PPARg SRC-2 ag: -5; bIAP act: 1.1; TNAP act hi DEA: 1; PPARg SRC1 recr: -1; PPARg SRC-3 ag: 1

What do the screens show for `CC(C)OC(=O)CSc1nc2c(cc1C#N)CCCCC2`?
STAT3 act: 92; STAT3 blocker: 12; STAT1 blocker: -9; ROMK mod: 0.46; SRC2 TRFRET art: 1738; bIAP inhibitor: -6; PPARg SRC-2 ag: 13; bIAP act: 1.1; TNAP act hi DEA: 1; PPARg SRC1 recr: 14; PPARg SRC-3 ag: 9

Results for O=C(Oc1cccc2cccnc12)c1ccc2c(c1)OCCO2 ?
STAT3 act: 87; STAT3 blocker: 19; STAT1 blocker: 1; ROMK mod: 0.96; SRC2 TRFRET art: 1600; bIAP inhibitor: -58; PPARg SRC-2 ag: 5; bIAP act: 1.6; TNAP act hi DEA: 1.1; PPARg SRC1 recr: 6; PPARg SRC-3 ag: 5

What do the screens show for `O=C(N/N=C/c1ccc2cccc(OCc3ccccc3)c2n1)c1ccc(Br)cc1`?
STAT3 act: 103; STAT3 blocker: 1; STAT1 blocker: -3; ROMK mod: 0.9; SRC2 TRFRET art: 1536; bIAP inhibitor: 5; PPARg SRC-2 ag: 11; bIAP act: 0.9; TNAP act hi DEA: 1; PPARg SRC1 recr: 1; PPARg SRC-3 ag: 0

How did COc1ccc(N2C(=O)CCC2(C#N)c2ccc(Br)cc2)cc1 (centres undefined) do in these assays?
STAT3 act: 104; STAT3 blocker: -4; STAT1 blocker: 5; ROMK mod: 0.6; SRC2 TRFRET art: 1565; bIAP inhibitor: 9; PPARg SRC-2 ag: -4; bIAP act: 0.9; TNAP act hi DEA: 1; PPARg SRC1 recr: 2; PPARg SRC-3 ag: -4

What do the screens show for `O=C(CSc1nnc(-c2ccncc2)n1Cc1ccco1)Nc1cccc(O)c1`?
STAT3 act: 101; STAT3 blocker: 2; STAT1 blocker: -5; ROMK mod: 0.4; SRC2 TRFRET art: 1569; bIAP inhibitor: -3; PPARg SRC-2 ag: 1; bIAP act: 1; TNAP act hi DEA: 1.1; PPARg SRC1 recr: 7; PPARg SRC-3 ag: 6

What do the screens show for `O=C(Nn1cc(C(=O)Nc2ccccc2F)c2ccccc2c1=O)c1cnccn1`?
STAT3 act: 102; STAT3 blocker: 0; STAT1 blocker: 7; ROMK mod: 0.14; SRC2 TRFRET art: 1743; bIAP inhibitor: -52; PPARg SRC-2 ag: 2; bIAP act: 1.5; TNAP act hi DEA: 1; PPARg SRC1 recr: -1; PPARg SRC-3 ag: 4

Fetched by structure from the list above:
What do the screens show for `O=C(N/N=C/c1ccc2cccc(OCc3ccccc3)c2n1)c1ccc(Br)cc1`?
STAT3 act: 103; STAT3 blocker: 1; STAT1 blocker: -3; ROMK mod: 0.9; SRC2 TRFRET art: 1536; bIAP inhibitor: 5; PPARg SRC-2 ag: 11; bIAP act: 0.9; TNAP act hi DEA: 1; PPARg SRC1 recr: 1; PPARg SRC-3 ag: 0

Results for O=C1CC(c2cccc(Cl)c2)Cc2nc(N3CCOCC3)ncc21 (centres undefined) ?
STAT3 act: 101; STAT3 blocker: 4; STAT1 blocker: -2; SRC2 TRFRET art: 1556; bIAP inhibitor: 5; PPARg SRC-2 ag: -3; bIAP act: 1; TNAP act hi DEA: 1.1; PPARg SRC1 recr: -1; PPARg SRC-3 ag: 9

The listing continues:
What do the screens show for `O=C(Cc1ccccc1)NCCSCc1ccccc1`?
STAT3 act: 101; STAT3 blocker: -2; STAT1 blocker: -17; SRC2 TRFRET art: 1557; PPARg SRC-2 ag: 6; bIAP act: 0.1; TNAP act hi DEA: 1; PPARg SRC1 recr: -1; PPARg SRC-3 ag: 4

How did Cn1c(=O)c(=O)n(C)c2cc(S(=O)(=O)NCCOc3ccccc3)ccc21 do in these assays?
STAT3 act: 93; STAT3 blocker: 10; STAT1 blocker: 5; ROMK mod: 0.31; SRC2 TRFRET art: 1284; bIAP inhibitor: -8; PPARg SRC-2 ag: -4; bIAP act: 1.1; TNAP act hi DEA: 1; PPARg SRC1 recr: -1; PPARg SRC-3 ag: -2

What do the screens show for `OCCOCCN1CCN(C(=S)Nc2ccccc2)CC1`?
STAT3 act: 104; STAT3 blocker: -4; STAT1 blocker: -2; ROMK mod: -0.43; SRC2 TRFRET art: 1534; bIAP inhibitor: -7; PPARg SRC-2 ag: 2; bIAP act: 1.1; TNAP act hi DEA: 1.1; PPARg SRC1 recr: 0; PPARg SRC-3 ag: 0

Results for O=C(Cn1cnc2sc(-c3ccccc3)cc2c1=O)NCc1ccccc1 ?
STAT3 act: 104; STAT3 blocker: 1; STAT1 blocker: -2; ROMK mod: 1.9; SRC2 TRFRET art: 1454; bIAP inhibitor: 8; PPARg SRC-2 ag: 0; bIAP act: 0.9; TNAP act hi DEA: 1.1; PPARg SRC1 recr: -1; PPARg SRC-3 ag: 1

How did COc1ccc(CN2CC(C(=O)NCc3ccc4c(c3)OCO4)CC2=O)cc1 (centres undefined) do in these assays?
STAT3 act: 102; STAT3 blocker: -1; STAT1 blocker: 1; SRC2 TRFRET art: 1562; bIAP inhibitor: 5; PPARg SRC-2 ag: -2; bIAP act: 1; TNAP act hi DEA: 1; PPARg SRC1 recr: 2; PPARg SRC-3 ag: -2

What do the screens show for `COc1ccc(C(=O)N2CCN(C(=O)c3cc(OC)c(OC)c(OC)c3)CC2)cc1`?
STAT3 act: 102; STAT3 blocker: 4; STAT1 blocker: -6; SRC2 TRFRET art: 1491; bIAP inhibitor: 3; PPARg SRC-2 ag: -1; bIAP act: 1; TNAP act hi DEA: 1; PPARg SRC1 recr: -1; PPARg SRC-3 ag: -3

Rows were taken by chance (roughly 3.7% active in at least one column).
